PKA-R2B act: PKA-R2B complex activation; P22694+P31323; PKA-R2B holoenzyme dissociation, Cy5-IP20 fluorescence polarization; R2B truncated from residue 108, S112A mutant; 0% DMSO only, 100% 113 µM cGMP; activation, % at 11.4 µM; 340,000 compounds, 0.079% hits;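 active = activation above a cutoff set at the mean over all compounds plus 3 SD, cut at about 18% in these data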;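 note: higher means more holoenzyme dissociation and a rise in polarization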
DAGLB inhibitor: blocks human DAGLB lipase activity. Q8NCG7. HEK293T DAGLB membrane lysate, EnzChek fluorogenic substrate. inhibition, % at 5.17 µM. 340,000 compounds, 0.059% hits; in the data active = inhibition above about 34%;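 note: 0% = enzyme with vehicle and 100% = wells lacking enzyme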
Target sequence (Q8NCG7 whole entry, looked up): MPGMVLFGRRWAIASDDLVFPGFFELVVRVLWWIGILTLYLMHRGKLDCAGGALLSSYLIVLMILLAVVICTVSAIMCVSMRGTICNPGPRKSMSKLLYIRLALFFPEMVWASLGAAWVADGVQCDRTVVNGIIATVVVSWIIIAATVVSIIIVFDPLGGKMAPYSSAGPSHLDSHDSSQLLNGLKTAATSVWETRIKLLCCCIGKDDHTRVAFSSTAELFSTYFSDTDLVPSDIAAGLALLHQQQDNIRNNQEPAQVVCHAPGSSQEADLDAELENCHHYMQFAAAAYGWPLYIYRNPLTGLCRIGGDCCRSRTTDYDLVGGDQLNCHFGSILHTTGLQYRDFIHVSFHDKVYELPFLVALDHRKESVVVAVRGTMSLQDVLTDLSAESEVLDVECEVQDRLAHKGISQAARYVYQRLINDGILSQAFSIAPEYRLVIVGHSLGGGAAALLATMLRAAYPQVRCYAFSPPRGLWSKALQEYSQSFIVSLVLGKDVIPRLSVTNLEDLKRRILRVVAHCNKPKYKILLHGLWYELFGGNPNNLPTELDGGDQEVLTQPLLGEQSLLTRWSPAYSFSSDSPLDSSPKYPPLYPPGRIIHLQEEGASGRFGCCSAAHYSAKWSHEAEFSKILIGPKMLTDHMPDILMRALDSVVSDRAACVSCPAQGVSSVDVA
The depositor's hits bear a star. This is a subset. The share of hits here may be higher or lower than overall.

SMILES	PKA-R2B act	DAGLB inhibitor
CCCCCCN1CCN(C2CN(Cc3ccc([N+](=O)[O-])cc3)S(=O)(=O)C2)CC1 (stereo not drawn)	-1	0
C[C@@H]1CN([C@@H](C)CO)C(=O)c2cc(/C=C/c3ccccc3)cnc2O[C@@H]1CN(C)S(=O)(=O)c1ccc(F)cc1	-9	0
C[C@@H]1CN([C@H](C)CO)C(=O)CCCn2nncc2CO[C@@H]1CN(C)C(=O)c1ccc(N2CCN(C)CC2)cc1	6	-1
C[C@H](CO)N1C[C@H](C)[C@H](CN(C)S(=O)(=O)c2ccccc2)OCc2ccccc2-c2c(n(C)c3ccccc23)C1=O	-1	1
c1ccc(COc2ncnc3c2ncn3CCCN2CCN(c3ncccn3)CC2)cc1	-6	1
C[C@@H]1CN([C@H](C)CO)C(=O)c2cc(Br)cnc2O[C@@H]1CN(C)Cc1ccc(F)cc1	2	0
Cc1noc(C)c1NC(=O)N(C)C[C@@H]1OCc2cnnn2CCCC(=O)N([C@@H](C)CO)C[C@@H]1C	16	-5
Cc1ccc(S(=O)(=O)N2C[C@H]3C(=O)C[C@@H](c4ccccc4)N(S(=O)(=O)c4ccc(C)cc4)[C@H]3C[C@H]2c2cccc(Cl)c2)cc1	1	-13
C[C@H](O)C#Cc1ccc2c(c1)O[C@@H](CN(C)C(=O)c1ccncc1)[C@@H](C)CN([C@H](C)CO)S2(=O)=O	-3	-5
C[C@@H]1CN([C@H](C)CO)C(=O)c2cc(Br)cnc2O[C@H]1CN(C)C(=O)c1ccccc1	-9	-2
C[C@H]1CCCCO[C@H](CN(C)Cc2ccncc2)[C@@H](C)CN([C@@H](C)CO)C(=O)c2cc(NS(=O)(=O)c3ccccc3)ccc2O1	-3	-4
COCCNC(=S)N(C)[C@H]1C[C@H]2c3cc(Oc4ccccc4C)ccc3CCN2C(=O)[C@H]1[C@H](C)O	-7	2
C[C@@H]1CN([C@H](C)CO)C(=O)CCCn2nncc2CO[C@@H]1CN(C)C(=O)c1cc(-c2ccccc2)on1	-3	1
COc1ccc(Cl)cc1CNC[C@H]1O[C@@H](n2ccc(N)nc2=O)[C@H](O)[C@@H]1O	1	-2
C[C@@H](O)CNC(=O)c1[nH]cnc1C(=O)Nc1ccc(CNC(=O)OC(C)(C)C)cc1	3	0
C[C@H](CO)N1C[C@H](C)[C@@H](CN(C)Cc2ccncc2)Oc2ncc(Br)cc2C1=O	0	0
C[C@@H]1CN([C@H](C)CO)C(=O)CCCn2nncc2CO[C@@H]1CN(C)S(=O)(=O)c1ccc2c(c1)OCCCO2	7	-1
CCCCCCN1C[C@H](n2cc(-c3ccc(F)cc3)nn2)[C@@H](O)C[C@@H]1c1ccccc1	-3	-2
O=C(Cn1sc2ccccc2c1=O)Nc1ccc(Cl)cc1	13	2
CCN1C(=O)[C@H]2[C@@H](c3ccc(OC)cc3)N[C@]3(CCCN(Cc4ccc(C)cc4)C3=O)[C@H]2C1=O	3	2
CCN(CC)C(=O)C1=C(C)N(Cc2ccc(C(C)(C)C)cc2)C(=O)C(CC(=O)NC(c2ccccc2)c2ccccc2)C1 (stereo not drawn)	-4	-4
C[C@@H]1CN([C@@H](C)CO)C(=O)CCCn2nncc2CO[C@H]1CN(C)S(=O)(=O)c1ccc(-n2cccn2)cc1	4	1
COc1ccc([C@@H]2C[C@H]3[C@@H](CN2S(=O)(=O)c2ccccc2)C(=O)C[C@@H](c2ccccc2F)N3S(=O)(=O)c2ccc(C)cc2)cc1	2	-8
CCCCCCNC(=O)O[C@H]1C[C@@H]2C(=O)N(c3ccccc3)C(=O)[C@@H]2[C@@H]2CN(S(=O)(=O)c3ccc(C)cc3)C[C@]12O	-13	-4
CN[C@H]1C[C@H]2c3cc(-c4ccccc4)ccc3CCN2C(=O)[C@H]1[C@H](C)O	-4	1

Single records (already shown). Order of screens: PKA-R2B act, DAGLB inhibitor
`CCCCCCN1CCN(C2CN(Cc3ccc([N+](=O)[O-])cc3)S(=O)(=O)C2)CC1` (stereo not drawn) is listed with -1, 0
`CCCCCCNC(=O)O[C@H]1C[C@@H]2C(=O)N(c3ccccc3)C(=O)[C@@H]2[C@@H]2CN(S(=O)(=O)c3ccc(C)cc3)C[C@]12O` is listed with -13, -4

The results go on:
SMILES	PKA-R2B act	DAGLB inhibitor
Cc1ccc(S(=O)(=O)N2C[C@@H](C)[C@]3(C2)[C@H](O)[C@H](OC(=O)Nc2cccs2)C[C@H]2C(=O)N(c4ccccc4)C(=O)[C@H]23)cc1	0	0
CC1(C)CN(CCc2ccccc2)C(=O)[C@H]1CC(=O)Nc1ccc(Br)cc1	-1	-1
C[C@@H]1CN([C@@H](C)CO)C(=O)c2cc(Br)cnc2O[C@H]1CN(C)C(=O)CCN1CCCCC1	2	0
Cc1ccc2c(=O)n3c(nc2c1)C(C)NC(=O)c1cccnc1-3 (stereo not drawn)	-3	0
C[C@@H]1CN([C@H](C)CO)S(=O)(=O)c2ccc(C#CCN(C)C)cc2O[C@@H]1CN(C)Cc1ccccc1F	-7	1
C[C@H](CO)N1C[C@H](C)[C@@H](CN(C)S(=O)(=O)c2ccc(Oc3ccccc3)cc2)OCc2cnnn2CCCC1=O	-7	2
C[C@H]1CN([C@@H](C)CO)C(=O)CCCn2cc(nn2)CO[C@@H]1CN(C)S(=O)(=O)c1ccc(Cl)cc1	12	0
CC1NC(=O)c2cccnc2-n2c1nc1ccccc1c2=O (stereo not drawn)	2	-1
Cc1cc(CNC[C@H]2O[C@@H](n3ccc(N)nc3=O)[C@H](O)[C@@H]2O)no1	5	-3
CC(=O)N1CC2(CC(c3ccc(Cl)cc3Cl)=NO2)CN1c1cccc(Cl)c1 (stereo not drawn)	-5	-3
C[C@@H]1CN([C@@H](C)CO)C(=O)CCCn2nncc2CO[C@H]1CN(C)Cc1cccc(C(F)(F)F)c1	6	-3
COC(=O)C[C@H]1C[C@@H]2c3cc(NC(=O)NC4CCCC4)ccc3O[C@@H]2[C@@H](CO)O1	5	-4
COc1ccc(CN2C(=O)C(CC(=O)NCc3cccs3)CC(C(=O)N(C)C)=C2C)cc1 (stereo not drawn)	-2	4
Cc1ccc(S(=O)(=O)Nc2ccc3c(c2)C(=O)N([C@H](C)CO)C[C@H](C)[C@H](CN(C)C(=O)Nc2cccc4ccccc24)OCCCC[C@@H](C)O3)cc1	-8	2
CCCCCCN1C[C@H](n2cc(C3CC3)nn2)[C@@H](O)C[C@@H]1c1ccc(Cl)cc1	6	-1
CNC[C@@H]1Oc2cc(Br)ccc2S(=O)(=O)N([C@@H](C)CO)C[C@H]1C	8	-2
C[C@@H]1CN([C@@H](C)CO)C(=O)CCCn2nncc2CO[C@@H]1CN(C)C(=O)CCC(F)(F)F	-5	1
COc1ccc(CN2CCN(C(=O)c3ccccc3C(=O)c3ccccc3)CC2)cc1F	-3	-3
C[C@H]1CN([C@@H](C)CO)C(=O)c2cc(Br)cnc2O[C@H]1CN(C)S(=O)(=O)c1ccccc1F	8	-2
CN1OC[C@@H]2CN(C(=O)Cc3ccccc3)[C@H](c3ccccc3Br)C[C@@H]21	-7	-3
C[C@H]1CN([C@@H](C)CO)C(=O)CCCn2nncc2CO[C@@H]1CN(C)Cc1ccc2c(c1)OCCO2	5	-1
O=C(OCc1cn([C@@H]2C[C@H](c3ccc(Cl)cc3)N(Cc3cccs3)C[C@H]2O)nn1)c1ccccc1	-15	-2
C[C@@H]1CN([C@@H](C)CO)C(=O)c2c(c3ccccc3n2C)-c2ccccc2CO[C@H]1CN(C)S(=O)(=O)c1ccc(C(F)(F)F)cc1	-2	1
C[C@H](CO)N1C[C@H](C)[C@@H](CN(C)S(=O)(=O)c2ccc(C#N)cc2)OCc2cn(nn2)CCCC1=O	3	-3
COC(=O)C[C@@H]1C[C@H]2c3cc(N(C)C)ccc3O[C@H]2[C@H](CO)O1	8	-1
(cont.)
SMILES	PKA-R2B act	DAGLB inhibitor
Cc1ccc(Cc2c(-c3ccccc3)nc3cc(C)ccn23)cc1	-1	-5
C[C@@H]1CN([C@@H](C)CO)C(=O)CCCn2nncc2CO[C@H]1CN(C)C(=O)Nc1ccccc1F	-6	-3
C[C@H](CO)N1C[C@H](C)[C@@H](CN(C)C(=O)NC2CCCC2)Oc2cc(Br)ccc2S1(=O)=O	-4	0
Cc1ccc(S(=O)(=O)N2C[C@@H](C)[C@]3(C2)[C@H](O)[C@H](OC(=O)NC2CC2)C[C@H]2C(=O)N(c4ccccc4)C(=O)[C@H]23)cc1	-4	2
CC1=CC2(C)NC(=O)C(C)C12 (stereo not drawn)	-4	-8
Cc1ccc(S(=O)(=O)N(C)C[C@H]2OCc3cn(nn3)CCCC(=O)N([C@H](C)CO)C[C@@H]2C)cc1	3	-3
COc1ccc([C@H]2C[C@H](O)[C@@H](n3cc(COC(=O)c4ccccc4)nn3)CN2Cc2cccs2)cc1	-11	1
CCCCCC(=O)N1C[C@H](n2cc(-c3ccc(F)cc3)nn2)[C@@H](O)C[C@@H]1c1ccc(Cl)cc1	-3	-7
C[C@@H]1CCCCO[C@@H](CN(C)C(=O)Nc2ccc3c(c2)OCO3)[C@@H](C)CN([C@H](C)CO)C(=O)c2cc(N(C)C)ccc2O1	13	-2
C[C@@H]1CN([C@H](C)CO)C(=O)CCCn2cc(nn2)CO[C@H]1CN(C)C(=O)Nc1ccccc1	-15	0
O=C(c1cccs1)N1C[C@H](n2cc(C3CC3)nn2)[C@@H](O)C[C@@H]1c1ccc(Cl)cc1	-5	-4
COC(=O)[C@H]1C[C@H](OC(=O)Nc2c(C)noc2C)[C@@]2(O)CN(S(=O)(=O)c3ccc(C)cc3)CC2[C@H]1C(=O)OC (stereo partly drawn)	6	-2
CC1=C(C(=O)N(C)C)CC(CC(=O)NC2CCCC2)C(=O)N1CCCN1CCCC1=O (stereo not drawn)	-5	4
CCC1NC(=O)c2cc3ccccc3cc2-n2c1nc1cc(F)ccc1c2=O (stereo not drawn)	-7	3
COc1ccc(-c2ccc(CN3C(C(C)C)C(=O)N(Cc4cn(CCC5OCCO5)nn4)CCS3(=O)=O)cc2)cc1OC (stereo not drawn)	-3	1
Nc1ccn([C@@H]2O[C@H](CNC(=O)[C@H]3CCC(=O)N3)[C@@H](O)[C@H]2O)c(=O)n1	-6	0
C[C@H](CO)N1C[C@H](C)[C@@H](CN(C)S(=O)(=O)c2cccc(F)c2)OCc2cnnn2CCCC1=O	-2	2
Cc1ccccc1C#CC1=CC(=O)CC(C)(C)C1	-17	-13
CN(C)S(=O)(=O)c1ccc2c(c1)nc(CCC(=O)NCC(=O)Nc1ccc(F)c(F)c1F)n2C	-11	1
CCCCN1C(=O)C(CC(=O)NCCc2ccccn2)CC(C(=O)N(CC)CC)=C1C (stereo not drawn)	0	-3
CCC/C=C/c1ccc(CN2C(C(C)C)C(=O)N(Cc3cn(CCOCOC)nn3)CCS2(=O)=O)cc1 (stereo not drawn)	-4	-3

Ordered by length of the SMILES (low to high): 7 of the compounds above.
SMILES	PKA-R2B act	DAGLB inhibitor
Cc1ccc(Cc2c(-c3ccccc3)nc3cc(C)ccn23)cc1	-1	-5
CCC1NC(=O)c2cc3ccccc3cc2-n2c1nc1cc(F)ccc1c2=O (stereo not drawn)	-7	3
CCC/C=C/c1ccc(CN2C(C(C)C)C(=O)N(Cc3cn(CCOCOC)nn3)CCS2(=O)=O)cc1 (stereo not drawn)	-4	-3
C[C@@H]1CN([C@@H](C)CO)C(=O)CCCn2nncc2CO[C@H]1CN(C)C(=O)Nc1ccccc1F	-6	-3
Nc1ccn([C@@H]2O[C@H](CNC(=O)[C@H]3CCC(=O)N3)[C@@H](O)[C@H]2O)c(=O)n1	-6	0
CCCCCC(=O)N1C[C@H](n2cc(-c3ccc(F)cc3)nn2)[C@@H](O)C[C@@H]1c1ccc(Cl)cc1	-3	-7
COC(=O)[C@H]1C[C@H](OC(=O)Nc2c(C)noc2C)[C@@]2(O)CN(S(=O)(=O)c3ccc(C)cc3)CC2[C@H]1C(=O)OC (stereo partly drawn)	6	-2

Assay outcomes from PubChem.
